From PubChem BioAssay
12-LOX inh – Primary qHTS assay for inhibitors of human arachidonate 12S-lipoxygenase (ALOX12): Round 2; Polyunsaturated fatty acid lipoxygenase ALOX12 (Homo sapiens), P18054; purified 12hLO, xylenol orange hydroperoxide absorbance; Potency, µM (highest dose often 108 µM), inactives show at the top dose activity change, negative = inhibition, actives largely listed as inhibitors; hit rate 1.1% among 580,000; AID 1671190, 2021; active = well fitted inhibition curve with a large enough effect; inconclusive = small, poorly fitted or top-dose-only effect, or another doubt; inactive = no such curve, though single readings can be large or run the other way
Target sequence (P18054 whole entry, looked up): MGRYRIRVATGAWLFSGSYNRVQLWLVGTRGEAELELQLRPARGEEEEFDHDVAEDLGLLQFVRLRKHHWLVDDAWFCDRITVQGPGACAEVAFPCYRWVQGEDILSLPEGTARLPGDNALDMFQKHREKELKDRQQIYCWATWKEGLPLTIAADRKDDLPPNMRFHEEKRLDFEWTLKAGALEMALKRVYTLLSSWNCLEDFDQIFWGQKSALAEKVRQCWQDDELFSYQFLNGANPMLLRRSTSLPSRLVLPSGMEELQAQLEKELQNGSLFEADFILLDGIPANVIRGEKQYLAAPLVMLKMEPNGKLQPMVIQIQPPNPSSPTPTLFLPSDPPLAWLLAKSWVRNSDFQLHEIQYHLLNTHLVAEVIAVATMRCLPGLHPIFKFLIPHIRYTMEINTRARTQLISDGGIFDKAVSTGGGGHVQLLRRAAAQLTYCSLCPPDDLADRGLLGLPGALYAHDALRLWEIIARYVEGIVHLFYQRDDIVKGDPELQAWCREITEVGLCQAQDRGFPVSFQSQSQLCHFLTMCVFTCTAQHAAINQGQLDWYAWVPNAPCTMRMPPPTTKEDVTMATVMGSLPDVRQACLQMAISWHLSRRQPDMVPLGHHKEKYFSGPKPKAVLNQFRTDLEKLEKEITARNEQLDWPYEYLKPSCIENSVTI
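Purified human 12hLO (150 nM final) in 25 mM Hepes, 0.01% Triton X-100, pH 7.0 was preincubated 15 min at room temperature with compound. Then 40 uM arachidonic acid was added, 30 min. Hydroperoxide was read by Fe-XO absorbance ratio 573/405 nm.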
The depositor's hits bear a star; ? = inconclusive; [ ] = another dose, or the depositor's remark. % is set by controls: 0 for no effect and ±100 for the full control effect; potency is the fitted concentration of half-maximal effect.

No.	12-LOX inh	structure
1	?	CCCCOC(=O)COc1ccc2c(=O)c(-c3ccccc3OC)coc2c1
2	22.0%	Cc1ccccc1CCC(=O)N1CCC2(CC1)C(C(=O)O)CC(=O)N2C (stereo not given)
3	6.3%[6.33 µM]	Cc1cc(C(=O)NC2CCCC2)c2c(C3CCCNC3)noc2n1 (stereo not given)
4	-51.7%	CC(C)(C)NC(=O)C1CC1
5	42.6%[activator]	Cc1ccc(C(=O)NC2CCc3nnc(C4CC4)n3CC2)c(=O)[nH]1 (stereo not given)
6	9.3%	Cc1nn(-c2ccc3nncn3n2)c2c1C(c1c(F)cccc1F)CC(=O)N2 (stereo not given)
7	70.3%[activator]	COc1ccccc1-c1nc(C(=O)NCc2cccs2)n2ccncc12
8	-26.8%	CCOc1ccc(-c2cc(C(=O)O)c3cc(C)ccc3n2)c(OCC)c1
9	10.5%	CCc1nnsc1C(=O)N(C)CCOc1ccccc1C
10	12.4%	OC[C@@H]1CN(Cc2ccco2)C[C@H]1c1ccccn1
11	7.8%	O=C(C1CCOC1)N1CCc2onc(C(c3ccccc3)c3ccccc3)c2C1 (stereo not given)
12	2.7%	O=C(CC1CC1)Nc1ccc2c(c1)[C@@H]1C[C@H](CC(=O)NC3CCCC3)O[C@@H](CO)[C@@H]1O2
13	35.4%	O=C(NCC1CC1)c1cccc(OC2CN(C3CCN(Cc4ccccc4)CC3)C2)c1
14	13.4%	Cc1ccc(-c2nnc(SCC(=O)Nc3c(C)nn(-c4ccccc4)c3C)n2N)cc1
15	36.4%[activator]	CC(C)c1ccc(NC(=O)c2ccc[n+]([O-])c2)cc1
16	-9.0%	Cc1ccc(S(=O)(=O)N2CCCN(C)c3ccccc32)c(C)c1
17	87.2%[activator][176 µM]	CN(Cc1ccccc1)Cc1nc2c(n1Cc1ccccc1)C(=O)N(CC1CC1)CCN2
18	-4.0%	CCCNC(=O)c1cc(C2CCCN(S(=O)(=O)c3cccs3)C2)on1 (stereo not given)
19	1.2%	Cc1ccc(NC(=O)COCC(=O)N(c2ccccc2)c2ccccc2)cc1
20	95.4%[activator][176 µM]	Fc1ccc(-c2cnc([C@@H]3COCCN3Cc3ncc[nH]3)[nH]2)cc1
21	7.0%	Cc1oc(-c2ccc(OC(C)C)cc2)nc1Cn1ccn2nc3c(c2c1=O)CCCC3
22	?	CCCOc1cccc(-c2cc(C(=O)O)c3ccccc3n2)c1
23	9.6%	CCCN(Cc1nccn1C)C(=O)c1ccccc1C1CCNC1 (stereo not given)
24	0.1%	Cn1cccc1C(=O)c1ccc(Cl)cc1
25	?	COc1cc(C)c(S(=O)(=O)Nc2ccc(Nc3cc(N4CCCC4)nc(C)n3)cc2)cc1C
26	24.8%	O=C1CCc2cc(C(=O)NCCc3ccc4c(c3)OCCO4)ccc2N1
27	3.6%	CC(=O)OC1C=CN(C(C)=O)C(SC(C)(C)C)C1(C)O (stereo not given)
28	6.9%	c1csc(-c2nc3nccc(-c4cc5ccccc5o4)n3n2)c1
29	10.4%	CC(c1ccc(-c2ccc(N(C)C)nn2)cc1)N(C)C (stereo not given)
30	?	COc1ccc(CNC(=O)c2cccc3c(-c4cnn(C)c4)coc23)cc1OC
31	39.8µM*	CCCc1noc(-c2ccn3c(CNC(=O)c4ccccc4Cl)nnc3c2)n1
32	-3.2%	O=C(OCc1ccccc1)c1c[nH]c2ccccc12
33	10.4%	COCCN1C(=O)[C@H]2CN(Cc3ccc(OC(F)(F)F)cc3)C[C@H]2C1=O
34	6.7%	Cc1ccsc1C(=O)N1CCC(c2noc(-c3cnccn3)n2)C1 (stereo not given)
35	10.1%	COCCn1c(C)cnc1CC1CCN(C(C)=O)CC1
36	33.2%	CNC(=O)[C@@H]1CN(C(=O)COc2ccc(F)cc2)C[C@H]1CO
37	-60.5%	CCN1C(=O)N/C(=C/c2cn(C(C)C)c3ccccc23)C1=O
38	177.4%[activator]	O=C(NCc1nnc2ccccn12)C1NCCc2[nH]cnc21 (stereo not given)
39	0.0%	CCOc1ccc(CCN2C(=O)C(=O)N([C@@H](Cc3ccccc3)CN3CCC[C@H]3CN3C(=O)C(=O)NC[C@@H]3Cc3ccccc3)C[C@@H]2Cc2ccccc2)cc1
40	3.4%	COCC1CN(C(=O)CCc2cccc(OC)c2)CC12CCOCC2 (stereo not given)
41	64.7%[activator]	Cc1ccc(CNC(=O)N[C@@H]2CN(Cc3cccnc3)C[C@H]2CN(C)C)cc1
42	17.2%[176 µM]	COC(=O)CNC(=O)c1nc(-c2ccc(F)cc2)c2cnccn12
43	16.0%	CNC(=O)[C@@H]1CN(S(=O)(=O)c2ccc(C#N)cc2)C[C@H]1COC
44	15.0%	CCOc1ccc(NC(=O)Cc2cc(Cl)c3c(c2)OCCCO3)cc1S(=O)(=O)N(C)C
45	-2.5%	CCn1c(-c2ccccc2F)nc2cc(NC(C)=O)cc(C(=O)N3CCCCC3c3nccn3C)c21 (stereo not given)
46	21.8%	CCn1ccc(C(=O)N2C[C@@H](COC)[C@H](c3nc(C)no3)C2)n1
47	-4.2%	CCNC(=O)C1(C)CCCN(C(=O)c2csc3ccccc23)C1 (stereo not given)
48	-3.8%	COc1ccc(-c2coc3c(C(=O)NCc4ccc(C(F)(F)F)cc4)cccc23)c(C)c1
49	62.3%[176 µM]	COCc1cn(C[C@H]2C[C@@H](NC(=O)Cc3cccc(OC)c3)[C@H](O)[C@@H]2O)nn1
50	-3.3%	CCn1ncc(N2CCCC(CC(=O)Nc3ccc(C)c(F)c3)C2)cc1=O (stereo not given)
51	-7.8%	CCc1ccc(CNc2nc3nc(CC)cc(=O)n3[nH]2)cc1
52	38.0%[activator]	O=C(Nc1cccc(S(=O)(=O)N2CCCCC2)c1)c1ccc(OCc2cn3ccccc3n2)cc1
53	?	Cc1sc2ncn(CC(=O)NC3CCCc4ccccc43)c(=O)c2c1-c1ccccc1 (stereo not given)
54	10.5%	CN1CCCCCCN(C(=O)CCCc2ccccc2)[C@H]2CCC[C@H]2C1=O
55	?	O=C(COC(=O)c1cccc([N+](=O)[O-])c1)c1ccc(Cl)cc1
56	?	CC(=O)NCCCC(=O)N1CCN(C2CCNCC2)C(=O)C1
57	-32.5%	CC(C)(C)CC(=O)C(C#N)C(=O)Nc1ccccc1Cl (stereo not given)
58	?	O=C1CCC(C(=O)N2CCN(c3ccc(Cl)cn3)CC2)CN1CCc1ccccn1 (stereo not given)
59	-21.7%	Cc1ccc(NC(=O)CCc2ncc(-c3c(F)cccc3F)o2)c(Cl)c1
60	43.7%[activator]	Cc1ccc(-c2nnc(CN3CCC4(CC3)CC(=O)N(CC(C)C)C4)o2)n1C

(continued)
No.	12-LOX inh	structure
61	7.5%	O=C(O)C[C@@H]1CCN(C(=O)c2ccco2)C[C@@H]1CCN1CCN(c2cccc(C(F)(F)F)c2)CC1
62	21.3%[176 µM]	COCc1cn([C@H]2CO[C@H]3[C@@H]2OC[C@H]3OC)nn1
63	41.1%[activator]	Cc1n[nH]c(C)c1Cc1ccc(C(=O)N2CCc3c(nc4cc(-c5ccccc5)[nH]n4c3=O)C2)o1
64	15.8%	O=C(c1ccc(C(F)(F)F)cc1)N1CCC12Cc1ccccc1NC2=O (stereo not given)
65	40.2%	CC(C)Oc1ccc2c(NC(=O)CN3C(=O)CNC3=O)nn(CC(F)(F)F)c2c1
66	17.5%	Cc1ccnc(NC(=O)Cc2ccccc2Cl)c1
67	3.0%	CC(C)Oc1cccc(NC(=O)C2(C)CCN2C(C)C)c1 (stereo not given)
68	?	CCOCc1nc2nc(Cl)c(Cl)nc2[nH]1
69	-42.8%	Cc1ccc(S(=O)(=O)N2CCN(CCS(=O)(=O)CCC(N)=O)CC2)cc1
70	0.8%	COc1cccc(OC)c1OCCN1CCC(C(=O)NC(c2ccccc2)c2ncccc2C)CC1 (stereo not given)
71	-3.8%	Cc1ccc(S(=O)(=O)N2CCn3cccc3C2c2ccccc2)cc1 (stereo not given)
72	2.7%	C=C(C)COc1ccc2c(C)c(CCC(=O)NC3CCS(=O)(=O)C3)c(=O)oc2c1 (stereo not given)
73	-21.2%	CCn1c(CNC(=O)c2ccc3c(c2)OCO3)nnc1SCC(=O)c1ccc(F)cc1
74	19.3%	Cc1noc(C)c1[S+](=O)([O-])N(C)Cc1ccc(-c2ccccc2)cc1
75	?	CNC(=O)CN(C)C(=O)CCc1ncc(-c2ccccc2F)o1
76	4.3%[176 µM]	CO[C@@H]1CO[C@H]2[C@@H]1OC[C@@H]2n1nnnc1Sc1ncccn1
77	?	CCOc1ccc(-c2nc(NC(=O)c3cc(OC)cc(OC)c3)sc2C)cc1
78	?	O=C(CSc1nc2cc([N+](=O)[O-])ccc2o1)Nc1ccc2ccccc2c1
79	-1.1%	CCC(C)[C@H](NC(=O)Nc1cc(OC)cc(OC)c1)C(=O)O (stereo not given in full)
80	-6.5%	Cc1ccc(C(=O)N2CC(C)CC(C)C2)cc1 (stereo not given)

Laid out differently: results already given.
71) Cc1ccc(S(=O)(=O)N2CCn3cccc3C2c2ccccc2)cc1 (stereo not given)
  12-LOX inh: -3.8%
72) C=C(C)COc1ccc2c(C)c(CCC(=O)NC3CCS(=O)(=O)C3)c(=O)oc2c1 (stereo not given)
  12-LOX inh: 2.7%
73) CCn1c(CNC(=O)c2ccc3c(c2)OCO3)nnc1SCC(=O)c1ccc(F)cc1
  12-LOX inh: -21.2%
74) Cc1noc(C)c1[S+](=O)([O-])N(C)Cc1ccc(-c2ccccc2)cc1
  12-LOX inh: 19.3%

Marked active in 12-LOX inh, among the entries above:
No.	12-LOX inh	structure
31	39.8µM*	CCCc1noc(-c2ccn3c(CNC(=O)c4ccccc4Cl)nnc3c2)n1

Additional entries follow.
No.	12-LOX inh	structure
81	11.0%	O=C(c1cccnc1)N1CCN(C(=O)c2nnn3c2COC(c2ccccc2)C3)CC1 (stereo not given)
82	-36.4%	COCc1nnc(NC(=O)CCn2ccc3ccccc32)s1
83	6.8%	COC(CNC(=O)c1ccc(CNS(=O)(=O)c2ccc(C)cc2)cc1)OC
84	7.0%[176 µM]	C#CCNC(=O)CC[C@H]1CNC(=O)[C@@H]2[C@@H](CCN2Cc2ccc(N(C)C)cc2)N1C
85	?	O=C1NCc2ccccc2CC12CCN(Cc1ccccc1Cl)C2 (stereo not given)
86	-3.5%[176 µM]	O=C(c1ccncc1)N1C[C@@H]2OCC(=O)N(Cc3cccnc3)[C@@H]2C1
87	8.1%	COc1ccc2cc(C(=O)NC3CCN(C(=O)c4ccccc4)CC3)c(C)nc2c1
88	0.0%	CCCC1CCc2c(sc(NC(C)=O)c2C#N)C1 (stereo not given)
89	37.8%	c1ccc(CCc2noc(-c3ccc(N4CCCOCC4)nc3)n2)cc1
90	74.3%[activator]	O=C(O)c1cccc(CC2CCN(C(=O)CN3CCCCC3=O)C2)c1 (stereo not given)
91	5.6%	CCOCCn1c(=O)c2c(nc(-n3nc(C)c(C)c3C)n2C(C)C)n(C)c1=O
92	17.1%	CCCCOC(=O)C(C)Oc1ccc2c(=O)c(Oc3ccccc3Br)coc2c1 (stereo not given)
93	-7.1%[176 µM]	CCNC(=O)Cc1c[nH]c2ncc(-c3cccnc3OC)cc12
94	-1.7%	CCN(CC)C(=O)C1=C(C)N(CCC2=CCCCC2)C(=O)C(CC(=O)NCCCN(C)C)C1 (stereo not given)
95	0.1%	O=C(c1ccc(F)cc1F)N(Cc1ccco1)C1CC1
96	56.0%[activator]	Cc1ccc(C(=O)N2CCc3[nH]nc(C(=O)N(C)C)c3C2)cc1C
97	44.4%[activator]	CC(C(=O)O)C1CCOCC1 (stereo not given)
98	10.0%[6.33 µM]	O=C(O)CCCC(=O)N1Cc2ccccc2CC2(CCCCN2CC2CCCC2)C1 (stereo not given)
99	4.4%	CC(C)(C)NC(=O)CN1CCN(c2cccc(F)c2C#N)CC1
100	?	CN1CCN(S(=O)(=O)c2ccc(NC(=O)c3ccccc3Oc3ccccc3)cc2)CC1
101	11.6%	Cc1cccc(C(=O)CC(=O)c2cccc(C)c2)c1
102	15.0%	O=c1c2c3c(nn2ccn1Cc1cc(=O)n2ccccc2n1)CCCC3
103	?	CNS(=O)(=O)c1cc(NS(=O)(=O)c2ccc(Br)cc2Cl)ccc1C
104	?	COC(=O)CN(CC(=O)NC(N)=O)Cc1ccccc1
105	38.4%[activator]	O=C(C1CC1)N1CCC(Cc2noc(-c3ccncc3)n2)C1 (stereo not given)
106	23.9%[176 µM]	Cc1ccccc1CN1CC[C@H](c2nc3ncccc3[nH]2)C1
107	33.9%[activator]	O=c1[nH]nc2n1CCN(S(=O)(=O)c1ccc(F)cc1F)C2
108	?	O=C1NCCCCCN(C(=O)c2ccco2)[C@@H]2C[C@@H](C(=O)N3CCc4ccccc4C3)C[C@H]12
109	-1.5%[176 µM]	COc1ccc(-c2nnc3ccc(N4CCCC4)nn23)nc1
110	-8.1%	c1csc(-c2nnc(COc3ccc(-n4cnnn4)cc3)o2)c1
111	-0.8%	CCc1ccc(CC)c(C(=O)Cn2c(Cl)nc3c2c(=O)n(C)c(=O)n3C)c1
112	20.8%	CCc1nc(-c2c3n(c(=O)n(CC(=O)Nc4c(C)cccc4CC)c2=O)CCCC3)no1
113	0.9%	c1ccc2c(NCc3ccc4c(c3)OCO4)nc(-c3ccncc3)nc2c1
114	45.8%[activator]	COC[C@@H]1CN(Cc2ccc(OC)c(C)c2)C[C@H]1C(=O)N(C)C
115	11.4%	Cc1noc([C@@H]2CN(C(=O)CCc3nc4ccccc4s3)C[C@H]2C(N)=O)n1
116	-24.4%	Cc1ccc2nc(-c3ccccc3)c(CC3CCCCC3)n2c1
117	77.0%[activator]	CC(C)Cn1c(SC(C)C(=O)Nc2nccs2)nnc1-c1ccco1 (stereo not given)

Pulled by structure from the entries so far:
No.	12-LOX inh	structure
103	?	CNS(=O)(=O)c1cc(NS(=O)(=O)c2ccc(Br)cc2Cl)ccc1C
108	?	O=C1NCCCCCN(C(=O)c2ccco2)[C@@H]2C[C@@H](C(=O)N3CCc4ccccc4C3)C[C@H]12

The list is partial; the hit share may differ from the screen's.
